# From PubChem
# ABHD5-PLIN5 inh = inhibitors of human ABHD5-perilipin-5 interaction; Split G. princeps luciferase complementation, luminescence, 4 h; inhibition, % at 4 µM; actives 0.78% (n = 360,000); AID 602281;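 active = inhibition above the mean inhibition across every tested compound plus 3 SD, cut at about 22% in these data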;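 note: 0% = DMSO only wells and the 100% control is not disclosed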
# Glyco luc inh = blocks N-linked glycosylation in D54 reporter cells. reporter increase, % at 12.5 µM. actives 0.23% (n = 360,000). D54 ERlucT glycosylation luciferase reporter, 24 h; percent of 100 nM tunicamycin response;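 active = mean luciferase reporter signal, scaled so untreated is 0 and the glycosylation-blocking control 100, at or above a set limit in every replicate; inconclusive = mean reaches the limit but not every replicate does; inactive = mean below the limit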;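 note: luciferase carries N-glycosylation sites so blocking glycosylation raises the light; 0% = median of neutral control wells and 100% = median of 100 nM tunicamycin wells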
# MC4R barr agon = activates human MC4R beta-arrestin recruitment. activation, % at 8.9 µM. AID 540308. actives 0.98% (n = 360,000). U2OS MC4R beta-arrestin complementation, luminescence; percent of melanotan II response, DMSO zero. P32245;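 active = activation above a per-plate cutoff, the mean activation of sample wells on that plate plus 3 SD, cut at about 8% in these data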
# H9c2 protect = protects H9c2 cardiomyocytes from peroxide injury; protection from H2O2 cell death, % at 20 µM; H2O2 injury protection, ATPLite, 2 h; actives 0.63% (n = 360,000);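 active = compounds giving at least 50% protection of heart cells from peroxide-induced death in the single-dose screen, raw or plate-pattern-corrected value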;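 note: 0% = DMSO wells with peroxide and 100% = DMSO wells without peroxide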
# HTR2A ag = mouse HTR2A agonism via beta-arrestin recruitment; CHO-K1 mHTR2A beta-arrestin complementation, luminescence; percent of 30 µM serotonin response; activation, % at 7.6 µM; actives 0.66% (n = 360,000); AID 624169;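 active = activation above a run cutoff, the mean activation of all tested compounds plus 3 SD, cut at about 14% in these data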;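 note: 0% = plate median of compound wells and 100% = 30 µM serotonin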
# NCOA2 inhibitor = inhibits human steroid receptor coactivator 2 | inhibition, % at 9 µM | Q15596 | HEK293 GAL4-SRC2 luciferase reporter, luminescence | actives 0.17% (n = 370,000);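 active = inhibition above the mean inhibition of all tested compounds plus 3 SD, set per campaign, cut at about 52% in these data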;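 note: 0% = DMSO treated cells and 100% = cells given Gossypol at 36 µM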
# Target sequence (Q15596 whole entry, looked up, the tested form may be a part): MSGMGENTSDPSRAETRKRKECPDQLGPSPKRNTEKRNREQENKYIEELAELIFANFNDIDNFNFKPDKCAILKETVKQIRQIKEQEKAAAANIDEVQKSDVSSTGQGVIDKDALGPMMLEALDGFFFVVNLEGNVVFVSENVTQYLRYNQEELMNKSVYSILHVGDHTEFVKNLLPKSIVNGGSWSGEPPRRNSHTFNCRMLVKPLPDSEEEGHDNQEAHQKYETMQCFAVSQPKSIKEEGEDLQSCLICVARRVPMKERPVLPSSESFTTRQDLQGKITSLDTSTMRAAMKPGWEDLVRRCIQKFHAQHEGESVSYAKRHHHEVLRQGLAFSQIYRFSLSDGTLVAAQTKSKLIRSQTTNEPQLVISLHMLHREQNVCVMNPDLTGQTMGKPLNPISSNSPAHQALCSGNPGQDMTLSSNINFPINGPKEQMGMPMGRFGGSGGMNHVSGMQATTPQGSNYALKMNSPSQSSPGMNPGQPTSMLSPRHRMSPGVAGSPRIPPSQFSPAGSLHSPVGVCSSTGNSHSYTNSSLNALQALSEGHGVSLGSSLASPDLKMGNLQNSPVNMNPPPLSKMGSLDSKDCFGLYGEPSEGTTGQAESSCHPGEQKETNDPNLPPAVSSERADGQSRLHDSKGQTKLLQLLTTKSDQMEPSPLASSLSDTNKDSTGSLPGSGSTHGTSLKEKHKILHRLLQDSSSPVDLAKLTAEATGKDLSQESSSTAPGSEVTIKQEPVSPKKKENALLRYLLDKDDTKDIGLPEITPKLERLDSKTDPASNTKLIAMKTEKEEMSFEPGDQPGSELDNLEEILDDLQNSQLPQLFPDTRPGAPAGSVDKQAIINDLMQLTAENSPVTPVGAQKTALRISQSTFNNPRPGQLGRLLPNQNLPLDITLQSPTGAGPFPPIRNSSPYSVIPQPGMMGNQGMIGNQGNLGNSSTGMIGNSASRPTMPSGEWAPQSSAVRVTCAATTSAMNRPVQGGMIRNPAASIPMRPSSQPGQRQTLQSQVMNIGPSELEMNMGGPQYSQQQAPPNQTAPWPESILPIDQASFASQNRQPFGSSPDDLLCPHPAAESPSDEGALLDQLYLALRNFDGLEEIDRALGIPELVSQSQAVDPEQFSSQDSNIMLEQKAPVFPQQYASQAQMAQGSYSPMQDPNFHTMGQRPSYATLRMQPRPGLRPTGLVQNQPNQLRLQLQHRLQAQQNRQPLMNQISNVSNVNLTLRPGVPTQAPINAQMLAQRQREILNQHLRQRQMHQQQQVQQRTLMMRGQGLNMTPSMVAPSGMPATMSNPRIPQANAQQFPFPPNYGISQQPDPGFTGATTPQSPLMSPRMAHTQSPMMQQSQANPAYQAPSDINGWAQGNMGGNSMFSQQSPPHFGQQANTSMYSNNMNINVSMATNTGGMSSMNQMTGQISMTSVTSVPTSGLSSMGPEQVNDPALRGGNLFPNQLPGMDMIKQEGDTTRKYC
# TLR9-MyD88 inh = blocks human TLR9 binding to MyD88; Q9NR96+Q99836; CHO BLA complementation TLR9-MyD88, CCF4 FRET ratio; inhibition, % at 4.98 µM; actives 0.21% (n = 340,000); AID 504734;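 active = inhibition above the mean over all tested compounds plus 3 SD, cut at about 21% in these data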;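 note: 0% = DMSO only wells and 100% = clavulanate BLA inhibitor control wells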
# MC4R antag cAMP = human MC4R antagonism in cAMP assay; AID 540295; MC4R-expressing cells, MTII-stimulated cAMP, LANCE TR-FRET; actives 0.48% (n = 360,000); P32245; inhibition, % at 6.5 µM;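 active = inhibition above its plate's cutoff, the mean of tested wells on that plate plus 3 SD, cut at about 29% in these data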;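 note: 0% = Melanotan II alone and 100% = Melanotan II plus saturating MCL0020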
#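 Assay system: human MC4R-expressing U2OS cells; reagent: Melanotan II stimulation of cells; dosing: 6.5 µM single dose; timing: compound 30 min, challenge 1 h, detection 1 h; signal: TR-FRET cAMP assay; replicates: one well per compound, no replicates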
# ABCB6 inh 2 = human ABCB6 transporter inhibition. Q9NP58. K562-ABCB6 porphyrin accumulation, flow cytometry, 1 h; hits give low values. fluorescence ratio to DMSO, % at 10 µM. actives 0.19% (n = 360,000). AID 602162;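 active = fluorescence ratio to DMSO below 75%, the collection mean minus 3 SD; inconclusive = too few cells collected in the well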;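 note: signal is porphyrin accumulated inside mitochondria; 100% equals median channel fluorescence of DMSO control wells; lower ratio means ABCB6 inhibition with less porphyrin fluorescence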
# NOD2-RIPK2 inh = blocks binding of human NOD2 to RIPK2; O43353; AID 624267; CHO BLA complementation NOD2-RIPK2, CCF4 ratio; inhibition, % at 4.98 µM; actives 0.38% (n = 360,000); in the data active = inhibition above about 21%;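 note: 0% = vehicle only and 100% = reference blocker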
# Starred values were filed as active, the others as inactive; i = inactive; u = inconclusive; x = no result given; & = joins results of further samples. These rows are one share of the data, so the mix of outcomes need not match the whole.
SMILES,ABHD5-PLIN5 inh,Glyco luc inh,MC4R barr agon,H9c2 protect,HTR2A ag,NCOA2 inhibitor,TLR9-MyD88 inh,MC4R antag cAMP,ABCB6 inh 2,NOD2-RIPK2 inh
CN(C)C(=O)Oc1ccc(-c2cn3cc(C(F)(F)F)ccc3n2)cc1,0.1,-1.6,-1.8,-7.4,3.0,-20.8,-3.4,-1.2,98.0,-2.2
C[C@@H]1CN([C@H](C)CO)C(=O)CCCn2nncc2CO[C@@H]1CN(C)C(=O)Oc1ccccc1,-0.2,1.3,-1.6,-6.7,2.6,-6.8,9.1,-2.8,80.0,0.4
O=C(CN1CCCC1=O)Nc1ccccc1,2.2,0.3,-0.8,-5.5,3.7,-7.9,4.3,8.2,188.0,-1.5
Cc1cccc(-n2c(O)c(C=Nc3ccc(S(N)(=O)=O)cc3)c(=O)[nH]c2=O)c1,4.0,2.7,0.1,4.1,-0.2,3.6,0.7,17.6,96.0,-6.3
Cc1c(CC(=O)N2C[C@H]3C[C@@H](C2)c2cccc(=O)n2C3)c(=O)oc2c(C)c(O)ccc12,-1.2,0.8,-3.0,-0.7,0.7,-3.9,3.5,16.6,95.0,2.6
CCCCCSc1cc(OC)c(CCNC)cc1OC,3.4,1.2,5.0,12.1,15.5*,-4.9,1.3,-4.9,89.0,-0.3
CCSc1nnc(C(N)Cc2ccccc2)o1 (stereo unspecified),-2.7,0.4,-1.4,7.3,2.4,13.4,-3.7,0.7,100.0,6.8
O=C1NC(=O)C(=Cc2ccc(Sc3ccccc3)o2)C(=O)N1,23.4*,5.5,-2.5,-6.7,-6.9,-2.8,2.0,2.3,87.0,-1.2
CC12CCCCC1=NC(c1ccc(Br)cc1)N2O (stereo unspecified),-0.6,0.3,-0.9,5.0,2.0,2.9,8.3,7.6,101.0,-1.1
CCN(CC)P(=O)(NC(=O)C(Cl)(Cl)Cl)N(CC)CC.[Cl-].[Cl-].[Cl-].[Nd+3],-4.0&3.6,-2.3&1.4,0.7&0.5,-6.1&-0.7,2.4&7.0,3.9&2.5,-0.7&2.3,7.8&1.7,98.0&95.0,2.9&-0.7
Cc1ccccc1C1=NCC(=O)N(CC(=O)NCc2ccco2)c2sc3c(c21)CCCC3,20.4,-4.0,0.2,-7.6,3.0,11.4,-2.1,-0.6,96.0,-6.0
CC1(C)COC(Nc2cccc(Cl)c2)=N1,-6.0,0.2,-0.1,2.5,-1.5,-40.7,-1.9,-2.0,u,2.2
CN1C(=O)C(C2CCCCC2)C(=O)N(C)C1=O,0.3,2.3,-1.6,2.4,-3.9,-23.9,-5.0,3.3,84.0,2.3
O=C(NCC1=C(c2cccc3ccccc23)C[C@@H]2CC[C@H]1N2Cc1ccco1)c1ccncc1,-16.8,-5.3,1.1,13.9,-2.4,-44.0,-1.2,17.4,96.0,2.2
COC(=O)C1C(C(=O)O)C2(Cl)C(Cl)=C(Cl)C1(Cl)C2(Cl)Cl (stereo unspecified),6.7,1.3,-2.1,1.6,6.6,-35.0,1.0,18.8,95.0,-7.7
N#CCCn1cc(C(=O)O)c(-c2cccc([N+](=O)[O-])c2)n1,0.3,1.1,-2.0,8.4,-1.7,8.8,11.9,-0.2,99.0,-7.0
CCCCN1CCC(C#N)(Nc2ccccc2)CC1,3.5,-0.2,-0.6,-2.4,2.5,-1.0,-3.4,-2.2,100.0,-4.1
O=C(NCC1=C(c2ccc3ccccc3c2)C[C@@H]2CC[C@H]1N2Cc1ccco1)c1nccs1,-2.2,-2.4,4.3,7.9,-2.3,5.2,-2.9,7.0,101.0,-3.5
O=c1[nH]c(=O)n(Cc2ccco2)c(O)c1C=NCc1ccco1,14.2,0.2,-0.7,22.4,-3.6,15.7,12.2,4.8,100.0,-7.6
Cn1cc(C(=O)OCC(=O)NC2(C#N)CCCC2)c2ccccc21,-9.0,0.1,-0.8,5.1,-5.0,-9.8,7.3,9.2,97.0,9.0
Cc1cccc(-n2c(C)nc3cc(C(=O)N4CCC5(CC4)OCCO5)ccc32)c1,-3.4,10.7,-3.3,-2.0,-2.7,-7.9,1.1,1.2,99.0,-7.4
O=C(O)c1c[nH]c2ccc(S(=O)(=O)N(CCCl)CCCl)cc12,0.9,4.5,-0.5,4.2,-2.1,-4.7,0.4,4.8,104.0,-0.9
Cc1ccc2c(c1)N(C(=O)CCC(=O)N1CCC3(CC1)OCCO3)CC(C)O2 (stereo unspecified),-2.5,0.6,-4.2,1.1,-1.5,16.2,-3.8,-4.4,90.0,-6.6
CCN(CC)c1ccc(N=Cc2c(O)n(-c3ccc(OC)cc3)c(=O)[nH]c2=O)cc1,-3.0,1.4,0.2,-1.3,1.3,-31.0,10.9,-2.5,106.0,-11.7
CCN(CC)C(=O)c1ccc(NC(=O)c2ccc(N3CCCC3=O)cc2)cc1,3.9,2.5,-3.7,5.3,-4.5,8.1,2.5,1.9,93.0,-8.2
O=C1NC(=O)C(Cc2ccccc2)(Cc2ccccc2)C(=O)N1Cc1ccccc1,-6.6,3.8,7.6,-0.3,1.7,-9.7,-10.8,18.7,92.0,-7.4
CCOc1cccc(N2C(=O)CC(=O)NC2=O)c1,17.2,1.7,-0.6,-0.2,-2.0,9.3,-3.6,8.7,92.0,2.2
Cc1nc2ncnn2c(C)c1CCC(=O)N1CCC2(CC1)OCCO2,-4.9,3.3,-1.7,9.7,1.8,-18.0,-4.7,1.2,94.0,-5.8
CC(C)c1ccc(C2N3CCCN23)cc1 (stereo unspecified),2.1,0.6,-1.6,4.3,4.3,4.5,-1.1,20.0,98.0,4.8
COc1cc(C(=O)NC(=S)N2C[C@H]3C[C@H](C2)c2cccc(=O)n2C3)cc(OC)c1OC,1.5,-3.0,-0.1,-3.3,1.0,3.4,-1.0,1.5,100.0,-7.0
COC(=O)N1C(c2ccccc2)C1c1ccccc1 (stereo unspecified),-2.0,2.9,0.2,-3.7,-2.3,-3.9,x,17.3,100.0,3.6
CC(C)[C@H]1C(=O)O[C@H](C(C)C)C(=O)N(C)[C@@H](C(C)C)C(=O)O[C@H](C(C)C)C(=O)N(C)[C@@H](C(C)C)C(=O)O[C@H](C(C)C)C(=O)N1C,-5.4,-4.9,1.6,-13.9,5.6,x,8.3,5.2,97.0,-2.5
Cc1ccc(-n2c(-c3cccs3)nc3ccccc3c2=O)cc1,3.6,-3.0,-0.7,3.7,-4.9,15.1,1.6,3.3,104.0,8.2
C=CCn1c(O)c(C(CC)=NCc2ccc3c(c2)OCO3)c(=O)[nH]c1=O,0.2,12.1,-0.3,10.8,-1.6,1.8,x,5.0,97.0,-1.9
c1cncc(CNC2CCCC2)c1,-1.1,-0.7,-0.3,-5.6,2.1,6.6,8.9,10.3,94.0,2.4
COc1ccc2c(c1OC)C(=O)O[C@@H]2[C@H]1c2cc3c(cc2CCN1C)OCO3,-4.6,1.1,-0.7,-3.2,3.1,22.5,-11.4,3.2,93.0,-2.1
COP(=O)(OC)C1(Nc2ccc(C)cc2)CCCCC1,5.2,1.7,0.3,13.0,15.4*,7.2,5.9,7.7,91.0,-8.9
O=c1[nH]c(=S)n(Cc2ccc(F)cc2)c(O)c1/C=N/N1CCCCCC1,1.8,3.1,0.6,-3.0,1.7,-1.4,5.6,-4.8,100.0,-4.8
O=C(COC(=O)c1cc(Br)cc(Br)c1O)NC12CC3CC(CC(C3)C1)C2,-0.2,2.0,-1.8,-8.3,-2.1,4.6,x,8.6,100.0,-0.6
CCOc1cc2c(cc1OCC)-n1cccc1C(c1ccc(OC)cc1)NC2 (stereo unspecified),6.5,-2.5,1.8,-3.6,-1.8,0.7,0.3,-10.8,93.0,-2.4
CCOC(=O)c1ccc(N=C(C)c2c(O)[nH]c(=O)[nH]c2=O)cc1,10.1,-1.1,-0.8,-2.4,3.7,-10.8,6.4,13.1,99.0,13.0
c1cncc(CNCCc2ccc3c(c2)OCO3)c1,1.2,-0.1,-0.1,2.7,1.2,10.1,-4.8,9.8,96.0,-7.1
CC(C)(C)NCC(O)c1cc(Cl)c(N)c(Cl)c1 (stereo unspecified),2.0,0.3,0.4,-1.1,-5.8,-25.9,-3.9,6.2,100.0,-10.0
COc1cc(/C=C/c2nc3ccccc3c(=O)n2-c2cccc(O)c2)ccc1O,5.5,0.4,0.2,43.4,-2.3,-6.2,13.6,11.8,143.0,21.0*
COc1ccc(CCn2c(O)c(C=NCCCN(C)C)c(=O)[nH]c2=O)cc1OC,-1.6,3.2,-1.6,-0.1,4.6,3.9,17.1,8.8,103.0,0.7
COC(=O)C1=C(c2ccc(OC)c(OC)c2)C[C@@H]2CC[C@H]1N2C(=O)NCc1ccc(F)cc1,4.8,-1.7,-0.6,-1.3,-2.6,-0.6,-0.8,-1.2,99.0,-0.7
O=c1c(C=NCCN2CCNCC2)c(O)n(C2CCCCC2)c(=O)n1C1CCCCC1,15.4,-7.1,-2.3,-5.7,3.0,x,-2.3,9.9,108.0,-9.5
CCS(=O)(=O)N1CCC(C(=O)N2CCC3(CC2)OCCO3)CC1,4.4,-0.2,0.5,0.7,-1.8,-14.4,1.2,6.5,101.0,6.5
COc1ccc(Cc2nccc3cc(OC)c(OC)cc23)cc1OC,1.5,0.4,-1.0,-37.2,10.9,-11.2,2.9,-1.2,i,-12.3
O=C(c1cc(Br)ccc1Cl)N1CCC2(CC1)OCCO2,4.5,1.3,-0.8,3.9,1.0,-4.2,-3.9,0.3,100.0,-12.6
# Next part:
SMILES,ABHD5-PLIN5 inh,Glyco luc inh,MC4R barr agon,H9c2 protect,HTR2A ag,NCOA2 inhibitor,TLR9-MyD88 inh,MC4R antag cAMP,ABCB6 inh 2,NOD2-RIPK2 inh
Cc1c2ccncc2c(C)c2c1[nH]c1ccccc12,10.0,7.3,1.9,-40.0,-0.3,x,-8.6,15.6,322.0,6.1
COC(=O)C1=C(c2ccccc2)C[C@@H]2CC[C@H]1N2C(=O)NC1CC1,1.3,0.9,-0.7,-3.9,-4.1,1.7,3.5,8.8,94.0,0.3
Cc1cc(N(CCCl)CCCl)ccc1C=Cc1ccncn1,3.5,-2.3,-1.6,2.1,-2.2,-43.3,31.8*,-6.5,126.0,40.3*
N=C1c2ccccc2CN1NC(=O)c1ccccc1,3.6,-4.9,-0.2,3.5,7.2,-55.0,11.5,-6.6,101.0,4.6
CCN(C(=O)COC(=O)c1cc(C)n(C2CC2)c1C)c1ccccc1,3.4,-0.4,-0.6,4.4,-8.5,13.7,-9.1,3.4,100.0,-7.3
CCCCn1c(O)c(C(C)=Nc2ccc(OCC)cc2)c(=O)[nH]c1=O,-10.3,-1.6,3.8,-21.0,-2.2,-17.9,-3.7,9.4,104.0,-0.1
CN1CCN(c2ccc([N+](=O)[O-])c(N/N=C3\CN4CCC3CC4)c2)CC1,9.6,-5.4,-3.2,8.5,-7.8,-14.8,-2.6,2.7,96.0,4.1
